GCN5L2 inh: GCN5L2 (KAT2A) acetyltransferase inhibition. Potency, µM (series often up to 58.9 µM), inactives show at the top dose activity change, negative = inhibition, most hits filed as inhibitors. 390,000 compounds, 0.21% hits. GCN5L2 HAT assay, ThioGlo1 CoA-SH fluorescence. Q92830
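Fluorescence readout, Ex340nm/Em540nm: ThioGlo1 (50uM final) reacts with free CoA thiol released as 20nM GCN5L2 acetylates H3(1-25) peptide (75uM) using acetyl-CoA (70uM). Compound and enzyme sat 15 min beforehand; 20 min room-temperature reaction.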
FEN1 inhibitor: blocks human flap endonuclease 1 | 390,000 compounds, 0.35% hits | P39748 | Recombinant FEN1 flap cleavage, fluorescence, 15 min | Potency, µM (titrated, usually from 114 µM), inactives show at the highest dose activity change, negative = inhibition, actives largely listed as inhibitors | AID 588795; also: nearly all actives have a fitted effect of over 65% in size
Target sequence (P39748 whole entry, looked up): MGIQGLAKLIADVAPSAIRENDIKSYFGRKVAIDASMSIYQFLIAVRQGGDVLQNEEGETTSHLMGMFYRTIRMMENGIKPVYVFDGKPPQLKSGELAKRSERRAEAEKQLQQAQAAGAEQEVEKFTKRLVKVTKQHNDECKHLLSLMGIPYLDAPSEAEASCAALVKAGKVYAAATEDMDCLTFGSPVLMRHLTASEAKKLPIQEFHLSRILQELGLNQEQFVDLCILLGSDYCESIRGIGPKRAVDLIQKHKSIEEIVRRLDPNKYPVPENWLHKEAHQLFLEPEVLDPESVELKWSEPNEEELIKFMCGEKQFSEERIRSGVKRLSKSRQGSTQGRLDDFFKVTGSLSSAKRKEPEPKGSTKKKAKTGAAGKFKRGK
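Nuclease activity of 10 nM FEN1 was measured after 15 min of room-temperature exposure to titrated compounds, by adding 50 nM flap substrate and reading plates at 0 and 15 min.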
N370S GC: inhibits or activates N370S mutant glucocerebrosidase | Potency, µM (doses to about 59.4 µM), inactives show at the top dose activity change, negative = inhibition, hits mostly inhibitors | P04062 | 330,000 compounds, 0.092% hits | N370S GC spleen homogenate, 4MU-glucoside fluorescence;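 also: 0% = full enzyme activity and -100% = no enzyme basal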
* = called active by the depositor; [ ] = remark or other dose. Calls follow the shape of the dose curve; as a rule, active = well fitted curve in the direction sought with a large enough effect; inconclusive = small, poorly fitted or top-dose-only effect, or another doubt; inactive = no such curve, though single readings can be large; an effect the other way counts as inactive or inconclusive. Unless noted, % is scaled to controls: 0 for no effect and ±100 for the full control effect; potency is read from the fitted curve at half-maximal effect.

For CCOc1ccc(C2C(C(=O)Nc3ccc(OC)cc3)=C(C)Nc3nc(SCc4ccc(Cl)cc4)nn32)cc1 (stereo not drawn) the results were GCN5L2 inh 7% and FEN1 inhibitor 55%[activator].
Screening Cc1ccc2oc(C(=O)N3CCN(Cc4ncccc4C)CC3)c(C)c2c1 returned GCN5L2 inh -12%, FEN1 inhibitor -6% and N370S GC -4%.
O=C(OCn1nnc2ccccc2c1=O)c1ccc(N2CCOCC2)c([N+](=O)[O-])c1 was read as GCN5L2 inh 0%, FEN1 inhibitor -16% and N370S GC 6%.
CC(C)c1ccc(/C=C/C(=O)N2CCc3ccccc3C2)cc1 was read as GCN5L2 inh 115%[activator], FEN1 inhibitor 6% and N370S GC 16%.
CCOC(=O)C1CCCN(C(=O)COc2ccccc2F)C1 (stereo not drawn) was read as GCN5L2 inh -4%, FEN1 inhibitor 4% and N370S GC -9%.
`CCOc1ccc(/C=C/c2nc(C#N)c(NC(C)c3ccccc3)o2)cc1` (stereo not drawn) gave GCN5L2 inh 0% and FEN1 inhibitor -4%.
For Cc1ccc(S(=O)(=O)N(C)C)cc1NC(=O)COC(=O)CCC1CCCCC1 the results were GCN5L2 inh -16%, FEN1 inhibitor -14% and N370S GC -1%.
`COc1ccc(C(=O)N/C(=C\c2ccc3c(c2)OCO3)C(=O)Nc2ccc(C(=O)O)cc2)cc1` gave GCN5L2 inh -1%, FEN1 inhibitor -1% and N370S GC -2%.
Screening O=c1cc(CN2CC(O)Cc3ccc4ccccc4c32)nc2sccn12 (stereo not drawn) returned GCN5L2 inh -16%, FEN1 inhibitor -5% and N370S GC 1%.
For CCNc1nc(NCC)n2c(SCC(=O)O)nnc2n1 the results were GCN5L2 inh 0%, FEN1 inhibitor -6% and N370S GC -15%.
For Cc1cc(S(=O)(=O)N2CC(=O)N(CCc3ccccc3)C(=O)C2)ccc1F the results were GCN5L2 inh 0%, FEN1 inhibitor 0% and N370S GC 11%.
`Cc1cc2nc(-c3ccc[nH]c3=O)n(Cc3ccc(F)cc3)c2cc1C` gave GCN5L2 inh -17%, FEN1 inhibitor 0% and N370S GC 4%.
COc1ccc(OCCOc2ccccc2[N+](=O)[O-])cc1 was read as GCN5L2 inh -3%, FEN1 inhibitor -18% and N370S GC 3%.
For Cc1csc(=O)n1CC(=O)OCC(=O)Nc1cc([N+](=O)[O-])ccc1Cl the results were GCN5L2 inh 0%, FEN1 inhibitor -4% and N370S GC -11%.
Screening Cc1ccc(S(=O)(=O)N2CCOCC2)cc1NC(=O)COC(=O)C1=COCCO1 returned GCN5L2 inh -9%, FEN1 inhibitor 3% and N370S GC -7%.
`CCOC(=O)c1nn(-c2ccccc2)cc1O` gave GCN5L2 inh -3%, FEN1 inhibitor -1% and N370S GC 3%.
O=C(Cn1cnc([N+](=O)[O-])n1)N/N=C/c1cccc2ccccc12 was read as GCN5L2 inh -4%, FEN1 inhibitor 1% and N370S GC 0%.
O=C(NCc1ccc(Cl)cc1Cl)c1cccc(N2CCCS2(=O)=O)c1 was read as GCN5L2 inh -5% and FEN1 inhibitor -9%.
For CCC/C(=C1/c2ccccc2C(=O)N1c1ccccc1)c1ccc2[nH]ccc2c1 the results were GCN5L2 inh -11% and FEN1 inhibitor -29%.
`S=C1NC2(CCCCC2)N=C1c1ccccc1` gave GCN5L2 inh -2%, FEN1 inhibitor 6% and N370S GC 0%.
`COc1ccc(C2C(C(=O)N3CCCC3)CC(=O)N2c2ccc(OC)cc2)cc1` (stereo not drawn) gave GCN5L2 inh -1%, FEN1 inhibitor -12% and N370S GC 2%.
`C/C(=N/NC(=O)CNC(=O)c1cccnc1)c1ccc(Cl)cc1` gave GCN5L2 inh 14%, FEN1 inhibitor -4% and N370S GC 2%.
For CCOC(=O)c1sc(Nc2ccc(OCC)cc2)nc1C the results were GCN5L2 inh 32%[activator], FEN1 inhibitor -3% and N370S GC -16%.
CN(Cc1cnn(C)c1)Cc1nc(-c2ccc(Cl)cc2)no1 was read as GCN5L2 inh -1%, FEN1 inhibitor 0% and N370S GC 0%.

6 structures already listed, ordered by number of heavy atoms, low to high:
`CCOC(=O)c1nn(-c2ccccc2)cc1O` gave GCN5L2 inh -3%, FEN1 inhibitor -1% and N370S GC 3%.
For CCOC(=O)c1sc(Nc2ccc(OCC)cc2)nc1C the results were GCN5L2 inh 32%[activator], FEN1 inhibitor -3% and N370S GC -16%.
CN(Cc1cnn(C)c1)Cc1nc(-c2ccc(Cl)cc2)no1 was read as GCN5L2 inh -1%, FEN1 inhibitor 0% and N370S GC 0%.
O=C(Cn1cnc([N+](=O)[O-])n1)N/N=C/c1cccc2ccccc12 was read as GCN5L2 inh -4%, FEN1 inhibitor 1% and N370S GC 0%.
O=C(NCc1ccc(Cl)cc1Cl)c1cccc(N2CCCS2(=O)=O)c1 was read as GCN5L2 inh -5% and FEN1 inhibitor -9%.
For CCC/C(=C1/c2ccccc2C(=O)N1c1ccccc1)c1ccc2[nH]ccc2c1 the results were GCN5L2 inh -11% and FEN1 inhibitor -29%.

The list goes on:
CC(NC(=O)COC(=O)COc1cccc2c1OC(C)(C)C2)c1ccccc1 (stereo not drawn) was read as GCN5L2 inh 3%, FEN1 inhibitor 0% and N370S GC 2%.
Screening N#Cc1nc(-c2ccco2)oc1N1CCC(C(N)=O)CC1 returned GCN5L2 inh -13%, FEN1 inhibitor -1% and N370S GC 6%.
For COc1ccccc1C(=O)c1c(C)c(CCC#N)n2ccccc12 the results were GCN5L2 inh -2%, FEN1 inhibitor -18% and N370S GC 10%.
Screening O=C(CCN1C(=O)c2ccccc2C1=O)Nc1cccc(S(=O)(=O)NC2=NCCC2)c1 returned GCN5L2 inh -7%, FEN1 inhibitor -5% and N370S GC -1%.
For CCC(C(=O)NC1CCCCC1)N(Cc1cccs1)C(=O)CCC(=O)Nc1cc(C)on1 (stereo not drawn) the results were GCN5L2 inh -1%, FEN1 inhibitor -2% and N370S GC -6%.
For Cn1c(=NC(=O)CSCC(=O)N2CCCC2)sc2ccccc21 the results were FEN1 inhibitor 2% and N370S GC 3%.
`O=C(CSC1=Nc2ccccc2C2=NC(c3ccccc3)C(=O)N12)NCC1CCCO1` (stereo not drawn) gave GCN5L2 inh 0%[0.501 µM], FEN1 inhibitor 2% and N370S GC 3%.
For COc1ccccc1N1CCN(c2c3c(nc4nncn24)CCC3)CC1 the results were GCN5L2 inh 2% and FEN1 inhibitor -3%.
`CN(C(=O)c1ccc(S(=O)(=O)N2CCCC2)cc1)C1CCCCC1` gave GCN5L2 inh -5%[0.501 µM], FEN1 inhibitor 10% and N370S GC -1%.
Cc1ccc(N(CC(=O)Nc2ccc(C)c(Cl)c2)S(=O)(=O)c2cccs2)cc1 was read as GCN5L2 inh -9% and FEN1 inhibitor 4%.
Screening Cc1cc(C)cc(NC(=O)CSc2nc3c(oc4ccccc43)c(=O)n2-c2ccccc2F)c1 returned GCN5L2 inh -6% and FEN1 inhibitor -11%.
For COC(=O)CN1C(=O)N/C(=C/c2ccc(OC)c(C)c2OC)C1=O the results were GCN5L2 inh 15%, FEN1 inhibitor 4% and N370S GC 2%.
For COc1ccccc1-c1nc(NCc2ccccc2)c2ccccc2n1 the results were GCN5L2 inh -8% and N370S GC 16%.
COc1ccccc1NC(=O)CNC(=O)c1ccc([N+](=O)[O-])cc1 was read as GCN5L2 inh -4%, FEN1 inhibitor 16% and N370S GC 2%.
Screening CS(=O)(=O)c1cnc2c(S(=O)(=O)c3ccccc3)cnn2c1N returned GCN5L2 inh 2%, FEN1 inhibitor 0% and N370S GC -1%.
Screening CC(=O)NC(CC(=O)OCC(=O)N1CCc2ccccc21)c1ccccc1 (stereo not drawn) returned GCN5L2 inh -9%, FEN1 inhibitor -3% and N370S GC 3%.
COc1ccc(C(=O)NCC2CCCO2)cc1S(=O)(=O)N1CCCc2ccccc21 (stereo not drawn) was read as GCN5L2 inh -3%, FEN1 inhibitor 3% and N370S GC 5%.
Screening Cc1occc1C(=O)NNC(=O)c1cccc(F)c1 returned GCN5L2 inh 0%, FEN1 inhibitor -4% and N370S GC 1%.
CC(=O)c1ccc(S(=O)(=O)Nc2ccc(C(=O)N3CCC3)cc2)cc1 was read as GCN5L2 inh -3%, FEN1 inhibitor 2% and N370S GC -11%.
Screening COc1ccccc1N1CCN(C(CNC(=O)C(=O)NCc2ccc(C)cc2)c2cccnc2)CC1 (stereo not drawn) returned GCN5L2 inh -4% and FEN1 inhibitor 22%.
For Cc1cccc(NC(=O)CCN2CC(C)OC(C)C2)c1 (stereo not drawn) the results were GCN5L2 inh -2%, FEN1 inhibitor 8% and N370S GC 3%.
For COc1ccc(/C=N/N=C2/NC(=O)C(CC(=O)O)S2)cc1OCc1ccc(Cl)cc1 (stereo not drawn) the results were GCN5L2 inh -5%, FEN1 inhibitor -13% and N370S GC -3%.
CSc1nc(S(=O)(=O)c2ccccc2)c(Cl)s1 was read as GCN5L2 inh 12%, FEN1 inhibitor 14% and N370S GC 25%.
Cc1cccc(C(C)C)c1NC(=O)c1c(-c2ccccc2)noc1C was read as GCN5L2 inh -4%, FEN1 inhibitor -5% and N370S GC -2%.
Screening O=C(COCc1cc(-c2cccs2)on1)Nc1cccc(O)c1 returned GCN5L2 inh -1% and FEN1 inhibitor 9%.
For COc1ccc(NC(=O)C2CCCN2S(=O)(=O)c2ccc3c(c2)CCC(=O)N3)c(OC)c1 (stereo not drawn) the results were GCN5L2 inh 0%, FEN1 inhibitor 11% and N370S GC -8%.
For Cc1ccnc(NC(=S)NC(=O)c2cncc(Br)c2)c1 the results were GCN5L2 inh -2%, FEN1 inhibitor 4% and N370S GC 3%.
For O=C(NC(=S)NCCc1ccccc1)c1ccco1 the results were GCN5L2 inh -5%, FEN1 inhibitor 5% and N370S GC 1%.
For NC(N)=NN=C1CCCCCCCCCCC1 the results were GCN5L2 inh 3%, FEN1 inhibitor -3% and N370S GC -2%.
For O=C(O)C1(c2ccccc2)CCN(S(=O)(=O)c2cccc(Cl)c2)CC1 the results were GCN5L2 inh -4%, FEN1 inhibitor 12% and N370S GC -10%.
Screening Cc1ccc2c(COC(=O)c3c(C)noc3C)cc(=O)oc2c1 returned GCN5L2 inh -7%, FEN1 inhibitor -1% and N370S GC 4%.
Screening COc1cc(C(=O)Nc2ccc(S(=O)(=O)Nc3cc(C)nc(C)n3)cc2)cc(OC)c1OC returned GCN5L2 inh -10%, FEN1 inhibitor 10% and N370S GC 5%.
Screening Cc1c(Cl)cccc1NC(=O)CCn1cnnn1 returned GCN5L2 inh -6% and FEN1 inhibitor -4%.
For COc1cc(CO)cc(Br)c1OCC(=O)O the results were GCN5L2 inh -1%, FEN1 inhibitor 23% and N370S GC 1%.
Screening CC(=O)c1c(C)[nH]c(C(=O)COC(=O)c2cccnc2Cl)c1C returned GCN5L2 inh -2% and FEN1 inhibitor -2%.
`COC(=O)C1C(=O)NC(SC)=C(C#N)C1c1ccccc1F` (stereo not drawn) gave GCN5L2 inh 1%, FEN1 inhibitor -4% and N370S GC 7%.
Screening CCc1cc(Cn2nc(-c3ccccc3)cc2C(=O)NCCOC)on1 returned GCN5L2 inh 3%, FEN1 inhibitor -3% and N370S GC -18%.
CS(=O)(=O)Nc1ccc(OCc2ccccc2)cc1 was read as GCN5L2 inh -1%, FEN1 inhibitor -12% and N370S GC -2%.
COc1ccc(C2/C(=C(\O)c3ccc4c(c3)OCCO4)C(=O)C(=O)N2Cc2cccnc2)cc1 (stereo not drawn) was read as GCN5L2 inh 6%, FEN1 inhibitor -2% and N370S GC 4%.
Screening Cc1nnc(Sc2nc3c(c(=O)[nH]c(=O)n3C)n2Cc2ccccc2)s1 returned GCN5L2 inh -2%, FEN1 inhibitor 0% and N370S GC 15%.
`CCOc1cc(C(=O)Nc2ncccn2)cc(OCC)c1OCC` gave GCN5L2 inh -2%, FEN1 inhibitor -3% and N370S GC 5%.
O=C(CSc1ncc(S(=O)(=O)c2ccc(Br)cc2)c(=O)[nH]1)Nc1ccc2c(c1)OCCO2 was read as GCN5L2 inh 0% and FEN1 inhibitor -8%.
Cc1ccc(CN2CCN(/N=C/c3cccn3C)CC2)c(C)c1 was read as GCN5L2 inh -5%, FEN1 inhibitor 3% and N370S GC -4%.
